# Tn7 DDE FP: DD(E)-Tn7 binding inhibition, primary FP screen; FP displacement of FITC-Tn7 peptide from fibrin DD(E); 0% = median of compound wells per plate; AID 720508; hit rate 0.13% among 370,000; inhibition, % at 8.3 µM;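 active = inhibition above the mean of compounds falling within the control limits plus 3 SD of them, cut at about 14% in these data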;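 also: 0% = plate median of compound wells and 100% = 10 µM Aha-Tn7 peptide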
#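 Assay system: Human clot-derived fibrin DD(E) complex | Buffer or medium: Tris/NaCl/CaCl2 buffer, pH 7.8 | Repeats: One replicate per compound | Benchmarks: Aha-Tn7 high control | Measure: % inhibition scaled between sample-field median and high-control FP | Schedule: 10 min plus 3 h, room temperature | Signal: Fluorescence polarization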
# PLCg1 inh: PLC-gamma1 (human) inhibition, primary screen; P19174; purified PLC-gamma1, fluorogenic substrate, fluorescence; inhibition, % at 12.2 µM; hit rate 0.84% among 370,000; in the data active = inhibition above about 9.5%
# SIAE primary: inhibitors of human sialic acid acetylesterase SIAE; inhibition, % at 9.66 µM; AID 1053197; hit rate 0.69% among 370,000; SIAE FP-Rh probe binding, fluorescence polarization;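 active = inhibition above a cutoff: mean of compounds within the control limits plus 3 SD of those, cut at about 17% in these data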;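 also: 0% = plate median of compound wells and 100% = probe without SIAE protein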
# PLCb3 inh: PLC-beta3 (human) inhibition, primary screen; Q01970; Purified PLC-beta3, fluorogenic substrate, fluorescence; inhibition, % at 12.2 µM; hit rate 0.18% among 370,000; AID 720704; in the data active = inhibition above about 11%;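 also: 0% = median of compound wells on plate and 100% = full blocker control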
# ADAM10 inh: ADAM10 inhibition, QFRET primary screen. inhibition, % at 7 µM. recombinant ADAM10, EDANS/DABCYL FRET peptide cleavage, 3 h. O14672. AID 720582. hit rate 0.62% among 370,000;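 active = inhibition above a per-campaign cutoff equal to the mean of compounds falling between control-based bounds plus 3 SD, cut at about 20% in these data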;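 also: 0% = DMSO wells while the 100% control is not disclosed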
# DDE Tn6 FP inh: disrupts Tn6 cyclic peptide binding to fibrin D-Dimer-E complex; P02675; Fibrin DD(E) TRITC-Tn6 fluorescence polarization displacement; inhibition, % at 8.3 µM; hit rate 0.21% among 370,000;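 active = inhibition above a per-campaign cutoff: mean of compounds within control limits plus 3 SD, cut at about 15% in these data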;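 also: 0% = median of all compound wells on the plate and 100% = blocking peptide control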
# ASAP1 GAP inh: blocks human ASAP1-stimulated Arf1 GTP hydrolysis; AID 624377; inhibition, % at 16.5 µM; hit rate 0.19% among 360,000; GDP FP detection; in the data active = inhibition above about 25%;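 also: 0% = vehicle with enzyme and substrate and 100% = no enzyme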
# TDP2 absorb: blocks human TDP2 phosphodiesterase activity | recombinant TDP2, T5PNP hydrolysis, p-nitrophenol absorbance 415 nm | inhibition, % at 12.8 µM | hit rate 0.34% among 370,000 | AID 720702;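 active = inhibition above the mean of all tested compounds plus 3 SD, set per campaign, cut at about 25% in these data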;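 also: 0% = DMSO with enzyme and 100% = buffer with substrate but no TDP2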
# Target sequence (O95551 whole entry, looked up): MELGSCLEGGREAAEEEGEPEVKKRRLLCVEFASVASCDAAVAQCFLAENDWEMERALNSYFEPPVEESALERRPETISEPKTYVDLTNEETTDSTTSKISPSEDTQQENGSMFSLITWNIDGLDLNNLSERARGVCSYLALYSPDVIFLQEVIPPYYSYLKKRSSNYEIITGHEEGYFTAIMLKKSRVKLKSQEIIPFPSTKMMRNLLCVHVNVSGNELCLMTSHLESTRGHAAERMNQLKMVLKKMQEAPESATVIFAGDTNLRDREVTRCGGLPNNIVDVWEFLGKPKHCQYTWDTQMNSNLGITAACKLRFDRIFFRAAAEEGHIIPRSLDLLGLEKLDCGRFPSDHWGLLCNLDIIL
#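 System – recombinant human TDP2 · Amount – 120 nM TDP2 per well · Buffer or medium – Mg2+-containing Tris-HCl buffer, pH 7.5 · Reagent – T5PNP substrate, 5 mM · Dosing – 12.8 µM single point, 1% DMSO · Incubation – 2 h at 37 °C · Measured by – epi absorbance · Read-out basis – percent inhibition · Benchmarks – high control without enzyme, low control DMSO plus TDP2 · Repeats – singlicate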
# ARFGAP1 inh: inhibits rat ARF GTPase activating protein 1; hit rate 0.26% among 360,000; inhibition, % at 16.5 µM; Arfgap1-stimulated ARF1 GTP hydrolysis, GDP FP detection; Q62848;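 active = inhibition above a per-plate limit, mean inhibition of low control wells plus 3 SD, cut at about 25% in these data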;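 also: 0% = DMSO wells with enzyme and 100% = wells lacking Arfgap1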
#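 Material – truncated rat Arfgap1 GAP domain · Buffer or medium – HEPES-based buffer, pH 7.5 · Reagent – human ARF1(Δ1-17)-GTP substrate · Dosing – 16.5 µM single point, 1.26% DMSO · Schedule – GTP hydrolysis reaction 2 h at 25 °C · Technique – GDP detection by fluorescence polarization · Benchmarks – No-Arfgap1 wells (100%) versus DMSO full-reaction wells (0%) · Repeats – single replicate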
# ADAM17 inh: ADAM17 inhibition, QFRET primary screen; recombinant ADAM17, EDANS/DABCYL FRET peptide cleavage; inhibition, % at 6.95 µM; hit rate 0.83% among 370,000; AID 720648;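 active = inhibition above the mean of compounds lying between control limits plus 3 SD, set per campaign, cut at about 8.5% in these data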;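 also: 0% = DMSO-only wells as the low control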
# Target sequence (P78536 215-824 limits assumed): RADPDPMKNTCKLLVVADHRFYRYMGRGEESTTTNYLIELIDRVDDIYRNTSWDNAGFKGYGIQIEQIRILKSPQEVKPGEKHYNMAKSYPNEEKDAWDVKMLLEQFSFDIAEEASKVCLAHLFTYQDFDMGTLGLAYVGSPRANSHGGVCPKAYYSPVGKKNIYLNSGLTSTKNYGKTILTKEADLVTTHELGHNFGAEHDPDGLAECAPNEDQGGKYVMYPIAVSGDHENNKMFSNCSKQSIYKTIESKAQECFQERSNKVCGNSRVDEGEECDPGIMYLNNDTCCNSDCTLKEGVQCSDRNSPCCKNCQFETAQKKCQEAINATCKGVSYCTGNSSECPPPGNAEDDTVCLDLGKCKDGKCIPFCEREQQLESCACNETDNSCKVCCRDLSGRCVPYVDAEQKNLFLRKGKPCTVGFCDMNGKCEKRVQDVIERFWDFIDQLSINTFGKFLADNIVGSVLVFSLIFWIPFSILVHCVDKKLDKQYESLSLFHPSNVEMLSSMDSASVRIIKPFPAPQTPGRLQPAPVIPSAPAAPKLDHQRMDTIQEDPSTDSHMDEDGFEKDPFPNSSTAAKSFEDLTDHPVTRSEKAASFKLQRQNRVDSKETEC
# The depositor's hits bear a star; nt = not tested or not shown.
SMILES,Tn7 DDE FP,PLCg1 inh,SIAE primary,PLCb3 inh,ADAM10 inh,DDE Tn6 FP inh,ASAP1 GAP inh,TDP2 absorb,ARFGAP1 inh,ADAM17 inh
COc1ccc(C(=O)Nc2ccc3nc(N4CCCCC4)cc(C)c3c2)cc1OC,-7.5,-37.9,6.9,-39.2,-19.9,-5.0,5.6,-2.7,7.7,-7.6
Cc1ccc(NC(=O)CCN2C(=O)CSC2=O)c(C)c1,4.1,-0.4,-0.5,0.7,-7.3,-2.5,-5.0,0.7,-19.7,-1.6
CCOC(=O)C1CCN(C(=O)COc2ccc(S(=O)(=O)N3CCOCC3)cc2C)CC1,3.4,6.9,-0.8,2.1,1.1,4.9,1.9,-24.1,9.6,3.5
COc1cc2c(cc1OC)[C@H](C)N(C(=O)NCc1ccccc1)CC2,5.9,1.0,-2.1,1.2,0.5,0.4,-9.9,15.4,-8.7,-4.4
COC(=O)CSc1ncnc2scc(-c3ccccc3)c12,-3.2,-0.5,-2.2,-5.9,-0.1,-0.5,11.2,-0.9,4.9,-1.5
CC(=O)Nc1ccc(S(=O)(=O)N2CCN(C(=O)c3ncoc3-c3cccc(F)c3)CC2)cc1,0.7,0.7,0.3,-5.7,-1.6,-7.6,-3.5,1.2,11.4,-2.0
O=C(Cc1ccccc1)NNC1CC(=O)N(c2ccc(Oc3ccccc3)cc2)C1=O (configuration not stated),-2.2,0.8,-4.8,-8.5,-10.9,7.3,6.5,14.9,0.6,-4.9
Cc1ccc(NC(=O)[C@@H]2O[C@H](CO)[C@@H](O)[C@H]2O)cc1C(F)(F)F,4.0,-0.4,-2.9,4.5,3.2,-3.7,4.3,5.0,-2.2,-0.9
O=C1c2ccccc2NC(c2ccc3c(c2)OCO3)N1O (configuration not stated),1.3,-7.3,-0.2,-10.3,-14.2,1.9,4.8,-9.5,-9.0,-7.2
O=C(N[C@H](Cc1ccccc1)C(=O)N(CCC1=CCCCC1)CC1CC1)[C@H]1O[C@@H](n2ccc(=O)[nH]c2=O)[C@H](O)[C@@H]1O,-5.8,2.8,0.2,2.2,-3.7,1.4,-14.7,1.7,-14.0,-0.4
Cc1cccc(Nc2nc(N)c([N+](=O)[O-])c(N3CCOCC3)n2)c1,-2.4,2.1,-1.2,3.7,4.2,0.3,0.9,-3.0,4.0,0.8
Cc1ccc(-c2nc(=S)c3c(n2CC2CCCO2)CC(C)(C)OC3)cc1 (configuration not stated),2.5,-8.8,3.2,-20.3,2.8,-7.1,4.3,-5.5,-1.1,-3.4
Cc1[nH]c2ccccc2c1C1C(c2ccccc2)=NN=C(C(C)C)N1O (configuration not stated),8.5,-32.4,5.8,-34.5,-10.2,2.2,6.9,-1.2,-0.6,-1.7
CC(=O)Nc1ccc(Oc2ccc3nc(C)[nH]c3c2)cc1,-4.7,-1.7,3.4,-1.8,1.9,-2.9,2.3,-0.9,9.0,-2.6
O=C(NC(Cc1ccccc1)C(=O)O)/C(=C/c1ccc(Cl)cc1)NC(=O)c1ccccc1 (configuration not stated),-2.7,-1.5,17.2*,-1.6,-0.4,-0.9,-9.6,10.7,2.5,-0.5
CCOc1ccc(OCCCC(=O)N(CC)CC(=O)Nc2c(F)cccc2F)cc1,-5.8,-0.2,-2.0,-4.1,-1.6,6.9,-3.9,-5.8,13.2,0.3
COc1ccc(CNC(=O)CN(C(=O)c2csnn2)c2cccc(C(C)=O)c2)cc1,6.4,0.5,0.3,-1.1,1.6,5.9,10.4,-7.0,-6.5,-3.5
Cc1cc(Br)ccc1OCC(=O)NC1CCCC1,-2.6,5.6,-7.5,-3.5,-0.3,-2.2,2.5,3.6,3.2,-7.4
CC1(C)C2CCC1(CS(=O)(=O)NCCc1c[nH]c3ccccc13)C(=O)C2 (configuration not stated),9.5,-4.2,7.7,-11.2,-0.3,1.4,-2.6,14.3,-0.2,-0.7
Cc1ccc(S(=O)(=O)NCCN=Cc2ccc(N(C)C)cc2)cc1,-5.8,2.9,1.5,-6.1,-5.2,0.5,-18.3,-6.6,17.8,-3.6
COC(=O)C[C@H]1CC[C@@H]2[C@@H](COc3ccc(NC(=O)Nc4ccccc4OC)cc3C(=O)N2C)O1,-1.4,1.3,-5.4,3.0,0.6,-7.9,nt,16.4,nt,0.9
Clc1ccc(-c2nnc(SCc3cccc4ccccc34)n2-c2ccc(Cl)cc2)cc1,-1.6,4.1,-4.3,2.6,8.5,7.6,nt,4.9,nt,7.0
CCOc1cc(/C=N/NC(=O)c2ccc(=O)n(C)c2)ccc1O,-6.1,3.9,-2.0,-1.8,1.5,-2.6,3.5,-1.6,6.4,3.0
CCCCc1nc(SCc2ccc([N+](=O)[O-])cc2)n[nH]1,0.5,0.6,-0.4,-5.8,2.5,5.0,19.1,0.2,11.4,-0.4
O=C(NCC1CCCO1)c1cccc(Oc2c(Cl)cccc2[N+](=O)[O-])c1 (configuration not stated),-1.5,3.2,-0.4,-6.0,-2.5,-3.9,8.5,1.2,9.5,-1.9
NS(=O)(=O)c1ccc2nc(NC(=O)CS(=O)(=O)c3ccccc3)sc2c1,-0.6,0.1,-4.3,-3.8,-1.5,0.1,-10.0,1.2,4.1,1.6
CCCCN1CNC(=S)N(c2cc(C)ccc2C)C1,5.7,1.5,0.7,2.1,-0.5,4.1,4.9,-13.6,6.5,-1.5
COC(=O)C1=C(CSCc2ccccc2)NC(=O)NC1c1cc(C)ccc1C (configuration not stated),5.7,0.2,-14.1,4.1,3.7,-3.7,5.2,-14.7,12.1,-0.8
O=C(CN1C(=O)CSc2ncccc21)Nc1ccccc1F,-3.2,0.6,-1.4,-6.7,-7.4,-5.5,-6.2,0.1,-0.3,-0.8
COc1cc(C(CCN2CCN(c3ccccc3)CC2)c2c(OC)cc(OC)c3ccc(=O)oc23)cc(OC)c1OC (configuration not stated),8.0,-2.6,-1.3,-7.9,-2.5,0.3,-1.2,0.0,-4.4,0.8
Cc1[nH]c(C)c(S(=O)(=O)Nc2ccccc2)c1C(=O)N1CCCC1,8.1,-0.3,-1.9,-5.1,6.1,4.4,-6.4,6.2,-10.9,-2.5
O=C(Nc1ccncc1)c1sc2ccccc2c1Cl,-4.9,6.8,7.3,-7.6,-6.8,-2.6,5.5,-16.9,16.3,-9.3
Nc1nnc(CSCc2ccc(F)cc2)s1,4.3,0.0,3.2,4.6,-4.2,-2.5,-0.5,-2.7,-2.1,-0.4
CC(C)c1ccc(N(C(=O)CNC(=O)c2ccco2)C(C(=O)NC2CCCC2)c2cccnc2)cc1 (configuration not stated),3.6,1.3,-5.9,-5.6,0.6,-3.7,10.4,3.9,14.7,-3.1
CCOCc1c(C(=O)Nc2ccc3nc(N4CCOCC4)sc3c2)oc2ccccc12,-4.0,-294.6,-0.1,-427.7,-54.3,-2.3,6.0,-26.4,9.5,-57.1
NC(=NC(=O)c1ccccc1)N1CCOCC1,-6.9,-3.0,-6.5,0.3,0.6,0.0,-0.2,-12.4,5.3,-3.5
COC(=O)c1c(C)oc(C)c1S(=O)(=O)N(Cc1ccccc1)C(C)C,4.3,1.4,0.7,-4.3,1.6,2.0,-8.4,-1.1,3.6,0.2
COCCn1c(=NC(=O)CSC(C)=O)sc2cc(OC)ccc21,1.2,-4.6,-0.2,-4.0,-11.0,0.6,-1.3,-3.2,-5.8,-6.0
S=c1[nH]ncn1/N=C/c1ccco1,6.9,5.3,4.2,-0.4,9.1,-5.4,3.3,-3.7,1.1,-0.6
CC(=O)c1sc(N/N=C\c2ccccc2O)nc1C,-4.2,-125.4,0.5,-148.3,-8.8,-2.8,5.5,-2.7,11.3,-2.6
O=C(NCCN1CCOCC1)c1ccc2c(c1)N(Cc1ccc(Cl)cc1)C(=O)CS2,-5.9,0.5,-2.2,-3.8,2.2,-3.1,0.9,-2.9,2.4,-2.0
CCOCc1c(C(=O)Nc2cc(OCC)c(N3CCOCC3)cc2OCC)oc2ccccc12,-3.8,-1.0,6.5,-3.8,6.7,-8.9,-8.5,6.0,-2.1,1.1
Nc1nnc2cc(F)ccc2n1,-1.2,-1.5,3.5,-0.1,1.1,1.0,0.6,2.2,5.2,-3.8
COCn1cnc(-c2ccccc2)c1-c1ccccc1,2.4,-2.1,-4.9,-0.1,0.8,-7.9,2.0,3.1,-0.5,-4.4
C/C(N)=C(/C#N)C(=O)COC(=O)Cc1coc2cc(C)ccc12,-2.7,-0.3,0.9,-14.8,-3.9,0.9,-12.5,0.4,-4.6,-0.4
Cc1c(C(=O)C(=O)N2c3ccc(F)cc3CCC2C)c2ccccc2n1C (configuration not stated),-1.9,2.7,-1.4,2.0,16.2,2.9,8.7,-18.1,3.2,2.9
c1ccc([C@H]2CN3C(=N2)Sc2ccccc23)cc1,-7.4,5.7,-6.7,5.2,10.3,-3.8,1.7,-6.7,-5.4,5.1
COc1ccc(S(=O)(=O)N(C)CC(=O)Nc2cccc(C(C)=O)c2)cc1C,0.2,6.8,1.7,9.1,6.0,1.8,19.3,-11.4,-7.8,3.0
O=C(NCc1ccccc1Br)c1ccc2c(c1)OCCO2,1.0,3.5,-2.6,-2.3,4.9,6.5,-1.6,11.0,-2.8,0.2
CCCCS(=O)(=O)N1CCCC(C(=O)N2CCOCC2)C1 (configuration not stated),-10.3,3.8,5.4,-3.1,-1.5,-5.5,4.4,2.4,-1.7,2.1
O=S(=O)(c1cccc(S(=O)(=O)N2CCC(n3nnc4ccccc43)CC2)c1)N1CCCCC1,-1.3,3.0,-6.6,-0.3,20.5*,-13.0,12.8,1.0,14.2,-1.8
C=CCNC(=O)c1onc(CSc2ccccc2CC)c1C(=O)O,-2.5,1.0,0.2,2.3,14.4,2.7,-2.8,-3.5,7.9,0.5
CCCn1c(C2CC(=O)N(c3ccc(C)cc3)C2)nc2ccccc21 (configuration not stated),-2.0,-1.7,0.0,1.5,-2.8,0.9,0.8,-3.0,-0.7,-3.5

# Screens as filed in PubChem.
